# High-throughput results as filed in PubChem.
# MT stabilize HCS = microtubule stabilizers in HeLa cells; HeLa tubulin immunostaining HCS, 24 h; share of cells brighter than vehicle mean+2SD; % tubulin-high responders, % at 10 µM; actives 0.83% (n = 200,000); AID 2205;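 active = plate Z-score above 3 for both tubulin-high and condensed-nucleus cell shares, with cell loss under 80%, at 10 µM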;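 note: anti alpha tubulin signal scored within the nucleus-defined area of each cell; some results filed as inactive read as strong as hits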
# Lipid droplet = modulators of hepatic lipid droplet formation | actives 0.4% (n = 240,000) | AID 1656 | inhibition, % at 6.5 µM | AML12 mouse hepatocytes, oleate lipid droplets, BODIPY imaging;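 active = lipid droplet intensity inhibited by at least 50%, with more than 500 cells counted; inconclusive = wells with under 300 cells, treated as cytotoxic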
#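 Material – mouse AML12 hepatocyte cell line, fixed after treatment · Compound dosing – one dose, 6.5 µM compound · Times – compound with oleate, overnight · Measured by – Image-based BODIPY and DAPI two-channel analysis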
# bCat nuc transl = alters nuclear translocation of beta-catenin in HeLa cells. immunofluorescence imaging. actives 0.3% (n = 190,000). nuclear translocation activity, % at 5 µM;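 active = nuclear translocation activity above 50% at 5 µM, with a well cell count of 50 or more; inconclusive = wells under 50 cells across six images, flagged as toxic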;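 note: per-cell ratio of nuclear to cytoplasmic median beta-catenin stain intensity; plate controls were DMSO negative control for no effect and GSK-3 inhibitor IX positive control for full effect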
#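 System: Human HeLa cells, endogenous beta-catenin | Compound dosing: 5 µM primary, 0.02–20 µM confirmation | Timing: 24 h compound exposure at 37°C, 5% CO2 | Measured by: Fluorescence imaging of beta-catenin antibody stain plus DAPI | Read-out basis: % activation of per-cell nuclear versus cytoplasmic median beta-catenin signal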
# WT yeast gro inh = growth inhibition of WT yeast, mitochondrial fusion screen | mitochondrial fusion phenotypic screen, WT strain | AID 1362 | inhibition, % at 10 µM | actives 2.1% (n = 190,000); in the data active = inhibition above about 58%; tested in S. cerevisiae
# T cell modulator = T cell immune modulation candidate; calls only at 7 µM; actives 0.068% (n = 330,000); AID 2052; 2C CD8+ T cell-vesicle binding, flow cytometry; hits give low values;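 active = response, share of CD8 T cells binding vesicles, and their 90th percentile fluorescence all below set limits, cut at about 80% in these data, passing the limit was not always enough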
#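 Test system: purified 2C TCR transgenic mouse naive CD8+ T cells. Probe or stimulus: QL9-peptide-loaded Drosophila micro-vesicles bearing Ld, ICAM-1 and B7-1. Incubation: binding step 1.5 h, 37 °C, antibody labelling 20 min, ice. Measured by: flow cytometry of vesicle-bound cells.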
# West Nile antiviral = West Nile virus antiviral activity, cell-based, CPE readout (AID 1621); actives 0.02% (n = 290,000); one-dose CPE inhibition, % at 10 µM; IC50 in µM for titrated hits; West Nile virus-infected cells, CPE inhibition; higher % means a stronger effect; in the data active = a potency from the dose series; inconclusive = CPE inhibition mostly from about 3.7% at the one dose, without a potency; inactive = the rest, 99 in 100 with CPE inhibition below about 2.2%; note: strong numbers were not always called active
# Ins promoter up = MIN6 insulin promoter up-regulation; actives 0.3% (n = 190,000); MIN6 insulin promoter-GFP reporter, high-content imaging; hits give high values; z-score at 5 µM;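 active = z-score above 3 at 5 µM with at least 500 cells counted in the well; inconclusive = wells under 500 cells, flagged as cytotoxic or low count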
# Myeloid diff MLP = myeloid differentiation induction; calls only at 10 µM; ER-HoxA9 myeloid progenitors, lysozyme-GFP differentiation, flow cytometry; actives 1% (n = 360,000);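 active = normalized GFP-positive differentiation at or above the plate's own cutoff, the solvent-only control mean plus 3 SD; inconclusive = no clear call, values can overlap the other calls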;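 note: cells exposed to compound for four days before flow analysis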
# Autophagy HCS = modulators of autophagy. MEF GFP-LC3 puncta imaging; test concentration mostly 10 µM. calls only at 10 µM (by protocol). actives 0.98% (n = 190,000);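 active = percentage of spot-positive cells more than 3 SD above its plate mean, without a fluorescence outlier flag or 80% toxicity; inconclusive = no clear call, values can overlap the other calls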;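 note: spot-positive cell cutoff set from DMSO-treated cells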
# WT yeast gro inh mutant strain = recorded beside WT yeast gro inh, whose call it bears; inhibition, %; mitochondrial fusion phenotypic screen, mutant strain inhibition
# Ins promoter up cell count = also measured in Ins promoter up; calls as there; cell count; measured here: cytotoxicity, nuclei count;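 total cells summed across four imaged fields per well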
# Lipid droplet cells 6.5 µM = second read-out of Lipid droplet, no call of its own (marks repeat the call); cell count; measured here: cell count, cytotoxicity flag;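 cells counted across two imaged fields per well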
# bCat nuc transl cell count 5 µM = also measured in bCat nuc transl; calls as there; cell count; measured here: cell count, cytotoxicity flag
# T cell modulator vesicle-bound % = recorded beside T cell modulator, whose call it bears; double positive events, %; measured here: CD8+ vesicle-bound cell fraction;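 binding gate set so that unloaded-vesicle control wells show 10% double positive cells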
# MT stabilize HCS Hoechst-high % = recorded beside MT stabilize HCS, whose call it bears; % Hoechst-high responders; measured here: nuclear condensation Hoechst responders;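 share of cells brighter than vehicle mean plus two SD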
# MT stabilize HCS cytotoxicity % = further read-out of MT stabilize HCS, marked with its call; toxicity, %; measured here: cytotoxicity by cell density;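 0% = mean cell density of plate MIN control wells and 100% = no cells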
# Autophagy HCS cell loss 18 h = second read-out of Autophagy HCS, no call of its own (marks repeat the call); toxicity, %; measured here: cell loss, nuclei count;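 cell loss after 18 h compound exposure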
# Myeloid diff MLP GFP+ MAC1+ % = second read-out of Myeloid diff MLP, no call of its own (marks repeat the call); GFP+ MAC1+ double positive, %; measured here: differentiation confirmed by MAC1 staining
# * = called active by the depositor; i = inactive; ? = inconclusive; . = no result given; + = active, no number.
SMILES,MT stabilize HCS,MT stabilize HCS Hoechst-high %,MT stabilize HCS cytotoxicity %,Lipid droplet,Lipid droplet cells 6.5 µM,bCat nuc transl,bCat nuc transl cell count 5 µM,WT yeast gro inh,WT yeast gro inh mutant strain,T cell modulator,T cell modulator vesicle-bound %,West Nile antiviral,Ins promoter up,Ins promoter up cell count,Myeloid diff MLP,Myeloid diff MLP GFP+ MAC1+ %,Autophagy HCS,Autophagy HCS cell loss 18 h
CN(CCc1ccccn1)C(=O)CN(C)S(=O)(=O)c1ccc2c(c1)c(=O)n(C)c(=O)n2C,2.1,1.9,7.5,-2,757,-1.0,1078,12,-14,i,11,0.6%,-0.58,1222,i,1.3,i,6
CCOc1cc(N2CCOCC2)c(OCC)cc1NC(=O)C1=NN(c2cccc(C)c2)C(=O)CC1,2.0,1.8,3.9,-8,732,-1.3,1073,-3,16,i,5,0.9%,-1.1,1191,i,0.4,i,0
O=C1c2ccccc2NC(c2ccccc2)N1c1ccc(O)cc1 (stereo unspecified),2.5,1.3,2.6,.,.,-2.5,1023,-5,-4,i,35,0.1%,-0.01,1185,i,6.9,i,-5
Cn1c(=O)c2c(nc(N3CCN(c4ccccc4)CC3)n2CCCc2ccccc2)n(C)c1=O,1.7,1.5,3.1,-3,681,.,.,19,14,i,16,1.2%,-0.51,1234,i,0.6,i,-3
Cc1ccc2c(c1)C1CN(C)CCC1N2C(=O)c1cccc(S(=O)(=O)N(C)C)c1 (stereo unspecified),5.3,2.0,8.5,-17,707,0.8,1075,11,-1,i,35,1.2%,-0.86,1227,i,0.1,i,10
CC(Cc1ccccc1)C(=O)N[C@@H](CO)Cc1ccccc1 (stereo partly specified),5.1,2.7,6.4,-14,737,-3.8,550,-9,-13,i,6,-0.6%,0.46,1191,+,8.9*,i,-3
COc1ccccc1/C=C/C1(C(=O)NC2CCCC2)CC(=O)N1c1ccc(F)cc1 (stereo unspecified),20*,31*,57*,-33,706,-0.1,284,-21,3,i,58,2.2%,.,.,i,1.4,i,66
O=C(Nc1ccc(-n2ccc(C(F)(F)F)n2)cc1)c1cccs1,.,.,.,0,725,.,.,.,.,i,31,-0.1%,.,.,i,1.0,.,.
CCN(CC)c1ccc(N2C(=O)/C(=C/c3ccccn3)SC2=S)cc1,.,.,.,25,685,0.6,1290,.,.,i,35,1.3%,-0.06,1063,i,0.5,.,.
CN(C)S(=O)(=O)c1cc(NC(=O)CN2CCOCC2)ccc1Cl,1.6,2.1,7.3,14,749,-1.7,1134,10,7,i,59,-0.4%,-0.61,1319,i,0.2,i,-16
CC1CCN(Cc2c(C(=O)N/N=C/c3cc(Cl)ccc3O)nnn2-c2nonc2N)CC1,.,.,.,-134,545,.,.,.,.,i,22,?,.,.,?,.,.,.
O=C(Nc1cnccn1)Nc1cccc(Cl)c1Cl,4.6,2.8,21,0,722,-2.7,1120,-6,4,i,45,?,0.2,1120,i,0.6,i,2
CCn1c(Cc2cccs2)nnc1SCC(=O)NC1CC1,.,.,.,9,837,.,.,.,.,i,20,-0.2%,.,.,+,1.5*,.,.
CC1(c2ccccc2Cl)NC(=O)N(CC(=O)NCc2ccco2)C1=O (stereo unspecified),3.9,1.8,8.6,-8,705,-1.0,1094,1,5,i,44,0.1%,-0.09,1391,i,0.1,i,-1
CC(C)CNC(=O)c1noc2c1CCCC2,1.7,1.7,3.8,-2,689,-1.6,1132,-4,-7,i,34,0.2%,.,.,i,1.9,i,6
CC(=O)Nc1ccc(C(=O)OCC(=O)c2ccc(C)c([N+](=O)[O-])c2)cc1,3.2,2.1,11,.,.,-1.7,1370,18,22,i,46,0.0%,0.18,1480,i,1.0,i,-20
COc1ccc(C(=O)OCC(=O)NCc2ccco2)cc1S(=O)(=O)N1CCN(c2cccc(Cl)c2)CC1,1.6,1.3,6.4,-3,846,-2.7,1110,-4,-8,i,47,0.4%,-0.39,896,i,0.9,i,25
CCC(=O)N1CCC2(CC1)Oc1ccc(F)cc1C(=O)C21CC(c2ccc(Cl)cc2)=NO1 (stereo unspecified),.,.,.,.,.,-1.9,1138,.,.,i,28,-0.5%,-0.1,1042,i,1.8,.,.
O=C(CN1c2ccccc2S(=O)(=O)c2ccccc21)Nc1ccccc1F,.,.,.,-8,631,.,.,.,.,i,11,0.3%,.,.,i,3.5,.,.
COc1cccc(CNC(=O)C2CCN(S(=O)(=O)c3cnc[nH]3)CC2)c1,3.7,1.8,2.2,1,811,0.0,1038,-4,-5,i,51,0.0%,-0.1,1211,i,1.4,i,19
CC(C)(C)c1cc(CCC(=O)Nc2ccncc2)cc(C(C)(C)C)c1O,.,.,.,-18,711,.,.,.,.,i,9,-0.7%,.,.,i,1.2,.,.
Cc1cccc(N(C)S(=O)(=O)c2ccc(-c3cnc(C4CC4)o3)cc2)c1,.,.,.,?,.,.,.,.,.,i,43,-1.0%,.,.,?,.,.,.
CC(C)=CCN1CCN(Cc2nc(C(C)C)cs2)CC1CCO (stereo unspecified),4.8,2.1,0.5,-1,695,-2.4,984,2,9,i,25,-0.2%,0.87,1438,i,0.5,i,-29
O=C(CSc1ncn[nH]1)N1N=C2/C(=C/c3ccccc3)CCCC2C1c1ccccc1 (stereo unspecified),6.5,2.1,9.1,15,700,5.1,932,10,-1,i,55,2.7%,-2.1,1153,i,0.1,i,0
Cc1cc(N2CCCC2=O)cc(C)c1CN1C(=O)c2ccccc2C1=O,2.1,1.7,2.1,3,687,-1.8,1200,-9,-12,i,9,0.4%,0.1,1167,i,0.8,i,-2
# (further entries)
SMILES,MT stabilize HCS,MT stabilize HCS Hoechst-high %,MT stabilize HCS cytotoxicity %,Lipid droplet,Lipid droplet cells 6.5 µM,bCat nuc transl,bCat nuc transl cell count 5 µM,WT yeast gro inh,WT yeast gro inh mutant strain,T cell modulator,T cell modulator vesicle-bound %,West Nile antiviral,Ins promoter up,Ins promoter up cell count,Myeloid diff MLP,Myeloid diff MLP GFP+ MAC1+ %,Autophagy HCS,Autophagy HCS cell loss 18 h
Cc1c(C)n(C(=O)CSc2ncn[nH]2)c2ccccc12,2.0,2.4,7.8,11,809,.,.,6,24,i,19,0.4%,1.2,950,i,0.8,i,11
O=c1[nH]c(=O)n(Cc2ccccc2)c2nc(-c3ccc(C(F)(F)F)cc3)n(CCO)c12,.,.,.,-2,789,.,.,.,.,i,28,-0.1%,.,.,i,0.4,.,.
N=C1c2ccccc2CN1NC(=O)COc1ccc(Cl)cc1,1.6,1.7,2.8,10,714,-1.8,1155,-7,-1,i,26,-0.6%,0.56,1258,i,0.2,i,7
COCCN(C(=S)Nc1cccc(C)c1)C(C)c1cccs1 (stereo unspecified),2.0,2.0,3.9,-15,562,0.7,1085,59*,-6.1*,i,36,-0.6%,-0.4,1359,i,0.6,i,-1
Nn1c(SCc2csc(-c3ccccc3)n2)nnc1-c1cccs1,3.8,2.0,8.1,-1,680,1.4,1033,-6,-3,i,16,-0.7%,0.45,1709,i,1.0,i,26
COC(=O)CSc1ccc2nnc(-c3ccc(OC)c(OC)c3)n2n1,5.5,1.8,3.7,-9,597,-1.3,1109,15,1,i,32,-0.1%,-0.06,1472,i,2.0,.,.
CCc1nn(CC(=O)NCCCN(C)C2CCCCC2)c(=O)c2cc3occc3n12,.,.,.,-6,705,.,.,.,.,i,24,?,.,.,i,5.4,.,.
CC1C/C(=N/N2C(=O)CSC2=S)CC(C)(C)C1 (stereo unspecified),0.9,1.2,1.7,.,.,1.1,1288,10,16,i,38,0.5%,0.03,1579,i,1.2,i,-3
CC12CCC(=O)N1c1ccccc1C(=O)N2c1ccccc1 (stereo unspecified),3.3,1.8,4.0,21,717,0.1,1079,2,11,i,24,0.3%,0.84,1878,i,7.7,i,-2
CC(C)CNC(=O)c1cccc(NC(=O)CSc2ccccc2)c1,4.2,1.7,9.1,-2,547,-1.7,1074,-9,26,i,23,-0.6%,0.2,1596,i,0.2,i,9
COc1cc(Cl)c(C)cc1NC(=O)COc1ccccc1[N+](=O)[O-],1.6,1.2,6.3,.,.,-0.3,1366,-14,-48,i,35,-0.1%,-0.36,1656,i,1.3,i,-1
Nc1nc(SCC(=O)Nc2ccccc2)nc2nc3c(cc12)CCCC3,1.7,5.5,11,2,638,.,.,-4,-3,i,5,-0.7%,-0.09,1311,i,0.8,i,-9
C=CCN1C(=O)CS/C1=N\S(=O)(=O)c1ccc(Cl)cc1,2.2,2.6,1.6,10,682,-0.3,1004,12,-1,i,16,-0.3%,1.4,1461,i,0.6,i,15
Cn1c(-c2ccc(F)cc2)cnc1NCc1ccccc1,8.5,5.3,6.3,-22,548,0.6,965,-9,-14,i,39,-0.2%,.,.,i,1.5,i,3
